Pf Dd2 inh – blocks in vitro growth of P. falciparum Dd2. P. falciparum Dd2 growth, SYBR Green, 72 h. Potency, µM (doses to about 28.9 µM), for inactives: at the top dose activity, negative = inhibition, hits mostly inhibitors. 120,000 compounds, 4.3% hits; active = well fitted inhibition curve with a large enough effect; inconclusive = small, poorly fitted or top-dose-only effect; inactive = no such curve, though single readings can be large or run the other way;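 note: plate controls were DMSO vehicle for no effect and reference drug for full effect; nearly all actives have a fitted effect of over 65% in size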
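Infected erythrocytes (Dd2, 0.3% parasitemia, 2.5% hematocrit final) are added to compound in RPMI-1640/Albumax II medium, grown 72 h at 37C in low oxygen, then lysed with saponin/Triton-X containing SYBR Green and read by fluorescence.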
* = called active by the depositor; i = inactive; ? = inconclusive; [ ] = remark or other dose. Potency is the fitted concentration of half-maximal effect. These rows are one share of the data, so the mix of outcomes need not match the whole.

SMILES | Pf Dd2 inh
COc1ccc(CN2CCC(N3CCNC3=O)CC2)cc1 | 4%[44.1 µM]
Fc1ccc(-c2ccc3ncc(Nc4ccc5c(c4)OCCO5)n3n2)cc1 | ?
Cc1cnc(CCNC(=O)c2ccc(C#N)cc2)n1C1CCC1 | -23%
Cc1cc(C(=O)N2CCCn3nc(CCC(=O)O)cc3C2)c2c(C)noc2n1 | -1%
Cc1cccc(C)c1Nc1c(-c2ccccn2)nc2c(C)cccn12 | ?
COc1cc2c(cc1OC)C(COc1cc(C)cc(C)c1)N(C(=O)COc1ccccc1)CC2 (configuration not stated) | 5µM*
COc1cccc(CNC(=O)c2cc(Sc3cccc(Cl)c3)nc3ccccc23)c1 | ?
CN1CCc2nc(N3CCc4ccccc4C3)[nH]c(=O)c2CC1 | i[5.79 µM]
Cc1nc(-c2ccc(S(=O)(=O)N3CCN(c4cccc(Cl)c4)CC3)cc2)co1 | 27%
COc1cccc(CNCCSc2nnnn2C)c1OCc1ccccc1F | ?
Cn1nccc1C(=O)N1CCC2(CC1)OC(=O)N(Cc1ccccc1)C2(C)c1cccnc1 (configuration not stated) | -23%
Cc1cc(C(=O)N2CCC3(CC2)Nc2ccccc2NC3=O)c2ccccc2n1 | 2%
Cc1cc(=O)n(CC(=O)Nc2ccc(N(C)C)cc2)c(-c2ccccc2)n1 | 1%
Cc1ccc2c(c1)N(C(=O)N1CCC(C(=O)NCc3cccc(Br)c3)CC1)CCO2 | ?
COc1cccc(CSc2nc3n(n2)C(c2ccc(C(=O)O)cc2)C(C(=O)Nc2ccccc2)=C(C)N3)c1 (configuration not stated) | 9%

Next section, starting with the last 4 of the part before.
SMILES | Pf Dd2 inh
Cc1cc(C(=O)N2CCC3(CC2)Nc2ccccc2NC3=O)c2ccccc2n1 | 2%
Cc1cc(=O)n(CC(=O)Nc2ccc(N(C)C)cc2)c(-c2ccccc2)n1 | 1%
Cc1ccc2c(c1)N(C(=O)N1CCC(C(=O)NCc3cccc(Br)c3)CC1)CCO2 | ?
COc1cccc(CSc2nc3n(n2)C(c2ccc(C(=O)O)cc2)C(C(=O)Nc2ccccc2)=C(C)N3)c1 (configuration not stated) | 9%
CCc1nc(-c2c3n(c(=O)n(CC(=O)NC4CCCCC4)c2=O)CCCCC3)no1 | 15%
COCCOCC(=O)N1Cc2ccccc2OC2(CCN(C)CC2)C1 | i
O=C(c1ccco1)N1CCCC(CCc2cccc(F)c2)C1 (configuration not stated) | -10%
COCCNc1nc2cc(C(=O)N3CC[C@H](CO)[C@@H](O)C3)ccc2n1C | ?
O=C(Cn1nc2c(cc1=O)CCCCC2)Nc1ccc(F)c(Cl)c1 | -11%
CCCCN(CCCC)S(=O)(=O)c1ccc(C(=O)Nc2sc3c(c2C(N)=O)CCN(CC)C3)cc1 | ?
COc1cc2[nH]c(=O)n(Cc3ccc(C(=O)N4CCN(c5cc(Cl)ccc5C)CC4)cc3)c(=O)c2cc1OC | ?
COc1ccccc1-c1noc(-c2ccc(NCC3CCCO3)c([N+](=O)[O-])c2)n1 (configuration not stated) | -13%
CCOc1ccc(CNC(=O)CC(C)n2nc(C)cc2C)cc1OC (configuration not stated) | -8%
COc1ccc(CN2Cc3[nH]nc(-c4cncnc4)c3CC2=O)cc1 | 14%[44.1 µM]
CCN(c1ccc(Cl)cc1)S(=O)(=O)c1nnc(NC(=O)c2ccco2)s1 | i
CCN1c2cc(C(=O)Nc3ccc(Cl)cc3)ccc2C(=O)N2CCCC21 (configuration not stated) | -8%
Cc1[nH]c(-c2ccccc2)nc1C(=O)N1CCCC[C@H](N(C)C)C1 | -8%
CCOC(=O)c1cc(S(=O)(=O)N2CCN(c3ccccc3OC)CC2)[nH]n1 | ?
CCOC(=O)c1c(N)n(-c2ccc(C)c(C)c2)c2nc3ccccc3nc12 | i

6 consecutive records already listed, quoted:
SMILES | Pf Dd2 inh
CCCCN(CCCC)S(=O)(=O)c1ccc(C(=O)Nc2sc3c(c2C(N)=O)CCN(CC)C3)cc1 | ?
COc1cc2[nH]c(=O)n(Cc3ccc(C(=O)N4CCN(c5cc(Cl)ccc5C)CC4)cc3)c(=O)c2cc1OC | ?
COc1ccccc1-c1noc(-c2ccc(NCC3CCCO3)c([N+](=O)[O-])c2)n1 (configuration not stated) | -13%
CCOc1ccc(CNC(=O)CC(C)n2nc(C)cc2C)cc1OC (configuration not stated) | -8%
COc1ccc(CN2Cc3[nH]nc(-c4cncnc4)c3CC2=O)cc1 | 14%[44.1 µM]
CCN(c1ccc(Cl)cc1)S(=O)(=O)c1nnc(NC(=O)c2ccco2)s1 | i

(further entries)
SMILES | Pf Dd2 inh
N#C/C(=C\c1ccc(OCc2ccc(Cl)cc2Cl)cc1)c1nc2ccccc2[nH]1 | ?
CCOc1ccc(NC(=O)CN2C(=O)CCSc3ccc(S(=O)(=O)N4CCCC4)cc32)cc1 | i
CC1CCn2c(nc3cc(C(=O)NCc4ccccc4)ccc32)C1 (configuration not stated) | 0%
CCNC(=O)N1CCCCCC1CN1CCOCC1 (configuration not stated) | ?
Cc1ccc(C(=O)Nc2ccc3ncnc(N4CCCC4)c3c2)s1 | ?
CCOc1ccccc1NC(=O)Cn1nnc2sc3c(c2c1=O)CCC(C(C)(C)C)C3 (configuration not stated) | -1%
CC(C)(C)CN1CC2(C1)C(=O)N(CCCN1CCCC1=O)C(=O)[C@@H]1C[C@@H](O)CN12 | 19%[44.1 µM]
COc1ccccc1NC(=O)C(Cc1ccccc1)NS(=O)(=O)c1cccc2nsnc12 (configuration not stated) | 1%
CCN(c1ccc(Cl)cc1)S(=O)(=O)c1nnc(NC(=O)C2CCCCC2)s1 | -15%
COc1ccc(C(=O)N2C[C@@H]3C[C@H](C2)c2c(NC(=O)Nc4ccccc4OC)ccc(=O)n2C3)cc1 | 19%
Clc1cccc(-c2noc(-c3nc(-c4ccncc4)no3)n2)c1 | -7%
Cc1nc2ccc(S(=O)(=O)N(C)CC(=O)Nc3cccc(C(F)(F)F)c3)cc2s1 | 17%
Cc1ccc(-c2cn3nc(N4CCCC(C(=O)Nc5ccc(F)cc5)C4)sc3n2)cc1 (configuration not stated) | i
Cc1cc(C)cc(-c2ccc(CN3C4CCC3CN(C(=O)Nc3ccccc3F)C4)cc2)c1 | ?
Cc1ccc(C(=O)N2[C@@H]3CC[C@H]2CC(NC(=O)c2ccncc2)C3)cn1 (some centres not stated) | i
Cc1oc(-c2ccccc2F)nc1CS(=O)(=O)CC(=O)N1CCN(c2ccccc2)CC1 | 9%
CCn1cc(C(=O)N2CCN(c3ccc(C)cc3)C(C)C2)c(=O)c2cc(S(=O)(=O)N3CCCC3)ccc21 (configuration not stated) | 20%
CN(Cc1cnc2ccccc2n1)C(=O)Cc1c[nH]c(=O)n(C)c1=O | 0%
CCCNC(=O)N[C@H]1C[C@@](O)(C(=O)N[C@H](C)C(N)=O)C[C@@H](O)[C@@H]1O | 53%[activator][44.1 µM]
Cc1noc([C@@H](C)NC(=O)c2cc(C)n(C)n2)c1C(=O)O | 8%[44.1 µM]
C[C@@]1(O)CCN(C(=O)CCc2ccc(F)cc2)C[C@@H]1O | -6%
COc1ccc(C(=O)N2CCC(n3cc(-c4nc(C5CC5)no4)nn3)C2)cc1F (configuration not stated) | -12%
CCCc1nc2nc(C)c(NS(=O)(=O)c3ccc(F)cc3)c(=O)n2[nH]1 | ?
CCOC(=O)c1cc2c(=O)n3ccccc3nc2n(CC(C)C)c1=NC(=O)C(C)Oc1ccccc1 (configuration not stated) | i
CC1(C)[C@H]2CC[C@@H](CNC(=O)c3ccc(F)cc3)[C@@H]1C2 | 11µM*
CCNC(=O)NC[C@H]1C[C@@H]2CCN1C[C@@H]2c1cc(-c2ccc(F)cc2)nn1C | ?
N#Cc1ccc(C(=O)N2CCC(Cc3nc(-c4cccnc4)n[nH]3)C2)cc1 (configuration not stated) | i
Cc1nc(C2CC(O)C2)cc(N2CCC(n3c(=O)[nH]c4ccccc43)CC2)n1 (configuration not stated) | -12%
O=Cc1cccc(N2CCN(C(=O)c3ccncc3)CC2=O)c1 | ?
Cc1ccc(-n2ncc3c(N(CCO)Cc4ccccc4)ncnc32)cc1 | ?
CCC[C@H]1CN(C(=O)c2cc(C(F)(F)F)ccc2Cl)C[C@@H]1N | i
CCOc1ccc(CC(=O)Nc2c(C(=O)c3ccccc3)oc3ccc(Cl)cc23)cc1OCC | 5%
CCn1ncnc1CN1CCC2(CC1)CC(C(=O)O)N(C(C)=O)C2 (configuration not stated) | -8%
Cc1ccc(NC(=O)C2CCCN(c3nnc(C)c4c(C)n(-c5ccccc5)nc34)C2)cc1Cl (configuration not stated) | 24%
CCOC(=O)c1cc(-c2ccccc2)n(CCCC(=O)Nc2cccc(C)c2)c1C | i
Cc1cc(CNC(=O)C2CCCN(C3CCN(CCc4ccccc4)CC3)C2)on1 (configuration not stated) | -24%
COc1ccc2c(c1)CC(C(=O)Nc1cc(Cl)ccc1C)CO2 (configuration not stated) | 2%
C=Cc1ccc(Cn2c(C(=O)O)c(CNCCc3ccco3)c3ccc(C)cc32)cc1 | -22%
CCn1cc(S(=O)(=O)NCCc2ncc(C)n2C2CCC2)cn1 | -18%

Among those listed so far, three have an aryl thioether with sulfur outside any ring.
SMILES | Pf Dd2 inh
COc1cccc(CNC(=O)c2cc(Sc3cccc(Cl)c3)nc3ccccc23)c1 | ?
COc1cccc(CNCCSc2nnnn2C)c1OCc1ccccc1F | ?
COc1cccc(CSc2nc3n(n2)C(c2ccc(C(=O)O)cc2)C(C(=O)Nc2ccccc2)=C(C)N3)c1 (configuration not stated) | 9%

From PubChem BioAssay
